Diaph act CS: counter-screen for diaphorase-based assays: diaphorase activators and chemical reducers | Diaphorase/resazurin coupled assay, resorufin fluorescence, 16 min; stronger effect = higher value; 1 = vehicle wells, 0 = NADH-free wells | activation factor at 20 µM | 0.005% of 190,000 active;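 active = diaphorase activity raised at least twofold by the compound at 20 µM; inactive = activation factor below 2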
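Test system: Clostridium kluyveri diaphorase, purified enzyme; input: enzyme 0.07 U/mL final; buffer or medium: 50 mM HEPES pH 7.4 with 4.542 mM MgCl2, 0.005% Tween 20; also added: 0.114 mM NADH and 0.1 mM resazurin, final amounts; schedule: 16 min enzyme reaction, ambient temperature; technique: fluorescence of resorufin, 544 nm excitation, 590 nm emission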
HMGR II inh: blocks class II HMG-CoA reductase of Enterococcus faecalis; purified E. faecalis HMGR, NADPH absorbance 340 nm kinetic; inhibition, % at 10 µM; 0.41% of 190,000 active;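 active = inhibition above a set limit, the median over all tested compounds plus 3 SD, cut at about 9.5% in these data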;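 also: enzyme runs in reverse so mevalonate oxidation gives rising NADPH absorbance; 0% = complete reaction with DMSO and 100% = background rate lacking mevalonate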
TNAP inh no acc: blocks human TNAP activity with no phosphate acceptor present | P05186 | AID 1012 | 0.26% of 200,000 active | purified TNAP, CDP-star luminescence, 30 min | inhibition, % at 20 µM;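 active = tissue-nonspecific alkaline phosphatase inhibition above about 50% at 20 µM in the single-dose screen, limit read from the data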;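 also: 0% = DMSO negative control and 100% = EDTA positive control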
Target sequence (P05186 whole entry, looked up): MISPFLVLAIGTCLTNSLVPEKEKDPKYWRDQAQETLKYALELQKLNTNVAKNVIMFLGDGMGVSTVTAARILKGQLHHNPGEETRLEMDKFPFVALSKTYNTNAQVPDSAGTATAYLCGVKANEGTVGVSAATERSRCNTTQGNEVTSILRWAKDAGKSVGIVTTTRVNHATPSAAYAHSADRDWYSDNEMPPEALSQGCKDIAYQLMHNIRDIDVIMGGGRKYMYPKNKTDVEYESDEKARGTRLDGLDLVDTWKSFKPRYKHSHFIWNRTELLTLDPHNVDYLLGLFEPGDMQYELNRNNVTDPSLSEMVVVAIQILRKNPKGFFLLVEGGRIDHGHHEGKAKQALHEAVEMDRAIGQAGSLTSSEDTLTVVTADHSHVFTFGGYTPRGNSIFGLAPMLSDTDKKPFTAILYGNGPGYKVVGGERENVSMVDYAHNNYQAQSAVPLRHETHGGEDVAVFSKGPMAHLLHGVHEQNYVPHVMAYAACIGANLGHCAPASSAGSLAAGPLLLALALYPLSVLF
TNAP act hiacc: activators of human TNAP at high phosphate acceptor concentration. P05186. purified TNAP, CDP-star luminescence, 1 M DEA, 30 min; stronger effect = higher value; 0 = EDTA background, 1 = DMSO-only activity. activation factor at 20 µM. 200,000 tested, under 10 active;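 active = activation factor at least 2 at 20 µM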
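Measured by: Luminescent substrate turnover signal | Test system: Human TNAP | Input: TNAP 1/800 final | Dosing: 20 µM single point | Schedule: 30 min, room temperature | Controls: EDTA wells as negative control, DMSO wells as positive control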
G6PDH CS: L. mesenteroides G6PDH inhibition counter-screen; 0.12% of 200,000 active; Purified L. mesenteroides G6PDH, diaphorase/resazurin coupled fluorescence, 45 min; inhibition, % at 5 µM; in the data active = inhibition above about 50%
PMI act: increases human mannose-6-phosphate isomerase activity; 0.005% of 190,000 active; activation factor at 20 µM; purified human PMI, coupled resazurin fluorescence, 20 min; stronger effect = higher value; 1 = vehicle control, 0 substrate-free wells; P34949;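 active = activation factor of 2 or more at 20 µM, relative to plate controls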
Target sequence (P34949 whole entry, looked up): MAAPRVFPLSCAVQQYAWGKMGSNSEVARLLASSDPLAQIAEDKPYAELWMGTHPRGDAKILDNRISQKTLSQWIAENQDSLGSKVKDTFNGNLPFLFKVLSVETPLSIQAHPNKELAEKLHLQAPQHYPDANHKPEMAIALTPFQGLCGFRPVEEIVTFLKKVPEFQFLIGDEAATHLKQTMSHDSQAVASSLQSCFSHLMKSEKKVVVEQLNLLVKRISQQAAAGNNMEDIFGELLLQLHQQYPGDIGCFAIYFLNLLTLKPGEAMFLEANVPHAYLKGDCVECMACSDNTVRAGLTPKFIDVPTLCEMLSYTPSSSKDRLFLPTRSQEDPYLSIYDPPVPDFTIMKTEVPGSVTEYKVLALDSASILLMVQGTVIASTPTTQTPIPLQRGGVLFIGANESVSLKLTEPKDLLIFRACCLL
Diaphorase inh: counter-screen for diaphorase-based assays: diaphorase inhibitors and chemical oxidizers; inhibition, % at 20 µM; diaphorase resazurin-to-resorufin fluorescence, NADH, 16 min; bacterial (C. kluyveri) enzyme, not human; 0.69% of 190,000 active;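 active = primary screen inhibition at 20 µM above a set limit, cut at about 50% in these data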;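 also: plate controls were DMSO with full reaction for no effect and wells lacking NADH for full effect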
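System: Diaphorase enzyme from Clostridium kluyveri | Amount: Enzyme working solution with 0.14 U/mL diaphorase | Benchmarks: No-NADH positive control and DMSO neutral control | Signal: Fluorescence of resorufin formed from resazurin, Ex 544/Em 590 nm | Schedule: 16-min room-temperature incubation before reading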
FLuc stim CS: affects firefly luciferase, flagging false hits in luciferase stimulation screens; 200,000 tested, under 10 active; ATPlite luciferase biochemical, luminescence, 10 min; 0 = ATP-free wells, 1 = DMSO control; activation factor at 10 µM; AID 1027; P08659;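 active = luciferase activation factor, scaled between plate controls, of at least 2 with compound at 10 µM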
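Material: Luciferase/luciferin reagent mix; Doses: test compounds dosed from 2 mM stocks in 100% DMSO; Schedule: 10 min incubation after luciferase reagent addition, room temperature; Measured by: luminescence from luciferase reaction; Read-out: luminescence gain marking luciferase activators.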
TNAP inh hi DEA: TNAP (human) inhibition, high acceptor. P05186. purified TNAP, CDP-star luminescence, 1 M DEA. inhibition, % at 20 µM. 0.03% of 200,000 active;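 active = over 50% inhibition of tissue-nonspecific alkaline phosphatase at 20 µM in the single-dose screen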;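 also: plate controls were DMSO wells for no effect and EDTA-quenched wells as full inhibition for full effect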
PMI act satM6P: activators of human phosphomannose isomerase at near-saturating mannose 6-phosphate | P34949 | coupled PMI enzyme assay, resazurin fluorescence, 20 min; stronger effect = higher value; 1 = untreated enzyme, 0 = substrate-free blank | activation factor at 20 µM | 0.34% of 190,000 active;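 active = activation factor of 2 or more at 20 µM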
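Material: human phosphomannose isomerase with PGI, G6PDH, diaphorase coupling enzymes; amount: PMI at 15 ng/mL final; also added: Mannose-6-phosphate 1.0 mM (near-saturating) plus 0.22 mM NADP+; incubation: enzyme reaction with compound 20 min at room temperature; signal: resorufin fluorescence (Ex 544/Em 590 nm) from resazurin via diaphorase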
An asterisk follows results filed as active; / = not tested or not shown.

compound	HMGR II inh	FLuc stim CS	TNAP inh hi DEA	TNAP act hiacc	Diaphorase inh	PMI act	TNAP inh no acc	PMI act satM6P	Diaph act CS	G6PDH CS
Cc1ccc(OCCN2CCN(C(=O)CCC(=O)Nc3nnc(C)s3)CC2)cc1	-3	1	-2	1	6	1	-7	0.9	0.9	3
Cc1ccc(SCc2cc(=O)n3[nH]c(C)nc3n2)cc1	-8	0.9	-1	1	42	0.9	-8	1	0.6	2
COc1ccc(CSc2cccc3cccnc23)cc1[N+](=O)[O-]	-4	1	5	0.9	3	1.2	-9	1.2	1	-8
O=C(c1ccco1)[C@@H]1[C@@H]2C(=O)N(c3ccc(Br)cc3)C(=O)[C@@H]2C2c3ccccc3C=CN21 (some centres not stated)	/	1.1	1	1	22	1.4	-4	1.3	0.8	31
COc1cc(NC(=S)NC(=O)c2cc(C)cc(C)c2)ccc1NC(=O)c1cccs1	-4	1	4	1	18	0.9	1	0.9	0.8	-5
CCCCc1ccc(N=N/C(C(=O)Nc2ccccc2OC)=C(/C)O)cc1	0	1	8	0.9	11	0.8	-1	0.9	0.9	18
Cn1c(O)c(C=Nc2ccc(Cc3ccncc3)cc2)c(=O)n(C)c1=O	/	1	-8	1.1	-8	1	-9	1.1	1.1	20
O=C(NCc1ccccc1)C(c1ccc(O)cc1)N(C(=O)Cn1nnc(-c2cccs2)n1)c1ccc2c(c1)OCCO2 (configuration not stated)	-1	1.1	-3	1	17	0.9	-3	1	0.8	4
CCOc1cc(/C=C(\C#N)C(N)=O)ccc1OCc1c(C)no[n+]1[O-]	-4	1.1	-2	1	3	1.1	5	1	1	7
Cc1nc2ccc(S(=O)(=O)N(C)CC(=O)N3CCc4ccccc43)cc2s1	-4	1.1	-8	1.1	13	1	-12	1	0.9	13
O=c1ccc(-c2n[nH]c(=S)n2-c2ccc(F)c(Cl)c2)n[nH]1	4	1.1	-6	1.1	15	1	-3	1	0.8	1
CCNC(=O)CN(c1ccccc1)S(=O)(=O)c1ccc(Cl)cc1	-1	1.1	-5	1	8	1	-11	1	0.9	-1
CC(C)[C@H](NC(=O)OC(C)(C)C)c1nnc(SCC(=O)Nc2ccc(Br)cc2)o1	1	1	-2	1	20	0.8	-18	0.9	0.8	26
O=C(CCCc1cccs1)N1CCN(S(=O)(=O)c2ccccc2Br)CC1	-5	1	-6	1.1	15	1	-10	1	0.8	1
O=C(Cn1c(=O)oc2ccccc21)NCc1ccco1	0	1.1	-3	1	7	1	-14	1	0.9	1

At a glance, 2 of the compounds above.
compound	HMGR II inh	FLuc stim CS	TNAP inh hi DEA	TNAP act hiacc	Diaphorase inh	PMI act	TNAP inh no acc	PMI act satM6P	Diaph act CS	G6PDH CS
O=C(c1ccco1)[C@@H]1[C@@H]2C(=O)N(c3ccc(Br)cc3)C(=O)[C@@H]2C2c3ccccc3C=CN21 (some centres not stated)	/	1.1	1	1	22	1.4	-4	1.3	0.8	31
COc1cc(NC(=S)NC(=O)c2cc(C)cc(C)c2)ccc1NC(=O)c1cccs1	-4	1	4	1	18	0.9	1	0.9	0.8	-5

Additional entries.
compound	HMGR II inh	FLuc stim CS	TNAP inh hi DEA	TNAP act hiacc	Diaphorase inh	PMI act	TNAP inh no acc	PMI act satM6P	Diaph act CS	G6PDH CS
CCCCNC(=O)c1cc2c(=O)n3cccc(C)c3nc2n(Cc2ccccc2)c1=N	-4	1.1	-4	1	14	1	-4	1	0.9	3
O=C(CCNC(=O)Cn1ccc2ccccc2c1=O)NCCN1CCN(c2cccc(Cl)c2)CC1	0	1	3	1	12	0.9	-12	0.9	0.9	-8
Cc1ccc(-c2noc(CSc3nnc(Cc4ccccc4)n3-c3ccc(Cl)cc3)n2)cc1	18*	1.1	-7	1.1	26	0.8	-16	0.8	0.7	-3
O=c1oc2ccccc2c(NCc2ccccc2F)c1[N+](=O)[O-]	0	1.1	0	1	5	1	5	1.1	1	-12
COCc1[nH]nc2c1C1(CCSCC1)C(C#N)=C(N)O2	-2	1.1	-4	1	8	1	-11	1	0.9	-2
O=C(Nc1nnc(C2CCCCC2)s1)c1ccco1	-4	0.6	-2	1	-2	1	-6	1.1	1	-2
O=C(COc1ccc(F)cc1)NN1C(=O)CSC1=S	-3	1.1	-7	1.1	6	1.1	-29	1.1	0.9	-3
CC(C)(C)n1nnnc1CN1CCC(NC(=O)NC2CCCCC2)CC1	-5	1.1	0	1	-7	1	-13	1	1.1	6
CC(C)(C)c1ccc(C(=O)N2CCC(=O)N(C(CO)Cc3ccccc3)CC2)cc1 (configuration not stated)	1	1	-5	1	-4	1	-10	1.1	1	16
CCc1ccc(OCC(=O)O/N=C(\N)Cc2ccc([N+](=O)[O-])cc2)cc1	1	1.1	0	1	14	1	21	1	0.9	12
C=CCNC(=O)CN(c1ccccc1OCC)S(=O)(=O)c1ccc(C)cc1	3	1	-8	1.1	0	0.8	-6	0.9	1	14
Cc1ccc(Nc2nc(-c3ccc(S(=O)(=O)N4CCCC4)cc3)cs2)cc1C	-2	1.1	-6	1.1	12	1.2	1	1.3	0.9	6
Cc1ccc(C(=O)OCC(=O)Nc2sc3c(c2C#N)CCCC3)cc1NC(=O)c1ccco1	-4	1.1	15	0.9	24	1	10	1	0.8	7
O=C(/C=C/c1ccccc1)NCCSCc1ccccc1	1	1	-5	1.1	-1	1	-5	1.1	1	5
COc1cc(OC)nc(NC(=O)COC(=O)C2CCCCC2)n1	-1	1	-2	1	8	1.1	-8	1	0.9	11
COc1ccc(C(c2nnnn2CC2CCCO2)N2CCN(c3cccc(C)c3C)CC2)cc1 (configuration not stated)	-6	1	-10	1.1	30	0.9	-12	1	0.7	2
CC(C)Oc1cccc(C(=O)O)c1	-9	1	1	1	2	0.9	-6	1	1	6
COc1ccc2[nH]c3c(N4CCC(O)(c5cccc(C(F)(F)F)c5)CC4)ncnc3c2c1	-4	1	-2	1	25	0.8	-5	0.8	0.8	1
CCOc1ccc2[nH]c(C)c(CN3CCOCC3)c(=O)c2c1	-3	1	-3	1	16	0.9	-15	0.9	0.8	10
COc1cc(OC)c(NC(=S)Nc2cccc(C(C)=O)c2)cc1Cl	-6	1.1	4	1	10	1	-8	0.9	0.9	-4
Cc1cc(C(=O)Nc2ccccc2C(F)(F)F)no1	1	1	-3	1	14	0.9	-2	0.9	0.9	-1
Cc1ccc(/C=N/NC(=S)N2CCOCC2)cc1	1	0.8	2	1	30	0.9	-35	0.9	0.7	13
Cc1ccc(-c2csc3nc(C)n(-n4c(C)ccc4C)c(=O)c23)o1	0	1	-5	1.1	16	0.9	-8	0.9	0.8	4
COc1ccc(CN(C)C2CCCCC2)c(C)c1C	-2	1	-2	1	1	1.1	-8	1.1	1	8
COC(=O)c1ccc(CO/N=C2\CCCc3nonc32)cc1	1	1	-2	1	11	0.9	-6	0.8	0.9	2
CCC(C(=O)NCCCc1ccccc1)c1ccccc1 (configuration not stated)	0	1.1	1	1	10	1	-13	1	0.9	6
Cn1c(=O)c2ncn(CC(=O)NCCOCc3ccccc3Cl)c2n(C)c1=O	0	1	1	1	10	1	-4	1	0.9	2
COc1ccc(CCn2c(N)c(C(=O)NCc3ccco3)c3nc4ccccc4nc32)cc1	3	1.1	-3	1	25	0.9	-10	0.5	0.7	4
Cc1noc(/C=C/N(C)C)c1S(=O)(=O)N1CCCC(C(=O)N2CCCCC2)C1 (configuration not stated)	-6	1	-4	1	17	0.9	-13	0.9	0.8	-16
O=C(O)C1C2C=CC(C2)C1C(=O)OC1CC2CCC1C2 (configuration not stated)	0	1.1	-5	1.1	9	1.1	-14	1.1	0.9	4
O=C(Cc1cccc2ccccc12)Nc1ccc2c(c1)C(=O)NC2=O	-6	1	-2	1	12	1	0	1	0.9	-1
O=C(NNC(=O)c1ccc(Cl)cc1Cl)c1ccncc1	2	0.8	2	1	7	1	-10	1	0.9	-5
COc1ccc(C(=O)CCNc2cccc(Cl)c2)cc1	-6	1	4	1	5	1	-8	1	1	-16
CCOc1ccc(OCC)c(NC(=O)CN(C)S(=O)(=O)c2cccc3nsnc23)c1	1	1	-7	1.1	6	0.9	-11	0.9	0.9	4
O=C(Nc1nc2c(Cl)ccc(Cl)c2s1)c1ccco1	-1	1	-5	1	12	0.9	-7	0.9	0.9	5
Cc1ccc(C)c(N(C(=O)Cn2nnc3ccccc32)C(C(=O)NC(C)(C)C)c2ccsc2)c1 (configuration not stated)	3	1	-5	1.1	-13	1.1	-4	1.1	1.1	8
COC(=O)c1ccsc1NC(=O)CSc1nnnn1-c1ccccc1SC	-2	1.1	-2	1	22	0.8	-8	0.8	0.8	-12
CC(Sc1ccc(Cl)cc1)C(=O)Nc1ccc(S(=O)(=O)N2CCOCC2)cc1 (configuration not stated)	-2	1	0	1	18	0.9	7	1	0.8	4
COc1cc(NC(=O)c2onc(C)c2Cl)c(OC)cc1Cl	-2	1.1	-3	1	12	1	-13	0.9	0.9	-3
COc1cc(SC)ccc1C(=O)NCCOc1c(C)cc(C)cc1C	-6	1.1	-2	1	12	0.9	-8	0.9	0.9	2
CCCOC(=O)c1cccc(NC(=O)c2cccnc2)c1	-4	1	-8	1.1	8	1.1	-15	1	0.9	0
COc1cc(/C=N/O)c(Br)cc1OCC(=O)Nc1ccccc1C	1	1	-3	1	-2	1.1	-6	1.1	1	-2
CCOC(=O)c1sc(NC(=O)CSc2nc3c(cc2C#N)CCCCCC3)c(C#N)c1C	1	1.1	-2	1	18	1.1	-12	1	0.8	7
CC(=O)Oc1ccc(-c2cccc(C(=O)O)c2)cc1	-2	1	-5	1.1	12	1	-2	1	0.9	0
O=C(NCCC1=CCCCC1)c1ccc(Cl)c([N+](=O)[O-])c1	-5	1.1	-1	1	8	1	1	1	0.9	-1
CCCCn1c(NC(=S)Nc2ccccc2)nc2ccccc21	1	1.1	-4	1	0	0.8	-16	0.9	1	-21
CCOc1cnc(C(=O)NNC(=O)C(Br)C(C)C)o1 (configuration not stated)	0	1.1	-4	1	4	1.1	-8	1.1	1	8
NNCCc1ccccc1	-8	1	0	1	8	1.4	-7	1.5	0.9	-4
